# T cruzi growth – blocks T. cruzi growth in NIH3T3 culture | T. cruzi beta-gal in NIH3T3, GalScreen luminescence, 90 h | inhibition, % at 8.34 µM | 77,000 compounds, 5.9% hits | AID 624255;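 active means mean inhibition above about 93%, with at least 55% of replicates each passing it, limit read from the data, passing the limit was not always enough; inconclusive means only one of those two conditions holds; inactive means neither condition holds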
# C diff growth – inhibitors of Clostridium difficile growth; Clostridium difficile clinical isolate growth, OD600, 24 h; stronger effect = lower value; growth activity, negative = inhibition, % at 16 µg/mL (by protocol); 86,000 compounds, 0.25% hits; AID 1259249;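 active means mean growth activity at or below -80% and every replicate also at or below -80%; inconclusive means mean at or below -80% but some replicate above -80%; inactive means mean growth activity above -80%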;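 further: 0% = DMSO wells and -100% = levofloxacin 16 µg/mL wells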
# KDM4C inh – KDM4C (human) demethylase inhibition. GST-KDM4C 2-372, H3K9me3 peptide, LANCE TR-FRET. inhibition, % at 12.5 µM. 96,000 compounds, 0.15% hits. AID 720574. Q9H3R0;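 active means mean replicate inhibition above about 25%, with at least 55% of replicates also reaching it, limit read from the data, passing the limit was not always enough; inconclusive means only one of those two conditions met; inactive means neither condition met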
# Target sequence (Q9H3R0 2-372 limits assumed): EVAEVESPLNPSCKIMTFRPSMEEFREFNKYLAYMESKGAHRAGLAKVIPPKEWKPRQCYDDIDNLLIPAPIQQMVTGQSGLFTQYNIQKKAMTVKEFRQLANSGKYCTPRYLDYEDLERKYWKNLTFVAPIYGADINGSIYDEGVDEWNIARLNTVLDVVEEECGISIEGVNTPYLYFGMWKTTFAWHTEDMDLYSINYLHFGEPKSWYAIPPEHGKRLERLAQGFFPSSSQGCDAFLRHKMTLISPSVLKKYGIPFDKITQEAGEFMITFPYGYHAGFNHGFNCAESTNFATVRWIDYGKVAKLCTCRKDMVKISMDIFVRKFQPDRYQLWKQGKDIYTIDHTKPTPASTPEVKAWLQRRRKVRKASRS
#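 Test system: N-terminal GST-fused human GASC-1 (KDM4C) fragment, residues 2-372; quantity: GASC-1 enzyme at 10 nM final in reaction; dosing: single dose; schedule: 30 min demethylation and 1 h detection at room temperature; signal: LANCE TR-FRET, excitation 340 nm, emissions 618 and 671 nm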
# Pf Dd2 growth – inhibitors of Plasmodium falciparum Dd2 growth; P. falciparum Dd2 growth, SYBR Green, 72 h; stronger effect = lower value; activity change, % at 10 µM; 94,000 compounds, 2.3% hits; AID 1159554; in the data active means activity change below about -80%; inconclusive means no clear call, values can overlap the other calls
# Starred values were filed as active, the others as inactive; ? = inconclusive; . = not tested or not shown; & = joins results of further samples; ! = not confirmed by another sample.
no.	C diff growth	T cruzi growth	KDM4C inh	Pf Dd2 growth	structure
1	1	.	1.4	-19	Cc1noc(C)c1NC(=O)Nc1cccc2c1O[C@@H](CN(C)S(C)(=O)=O)[C@@H](C)CN([C@@H](C)CO)C2=O
2	7	113	5.2	-64	C[C@H](CO)N1C[C@H](C)[C@H](CN(C)C(=O)CN(C)C)Oc2cc(C#CCC3CCCC3)ccc2S1(=O)=O
3	-3	43	0.8	-8	Cc1ccccc1S(=O)(=O)N[C@H]1CC[C@H](CCNS(=O)(=O)c2cccc(F)c2)O[C@H]1CO
4	3	.	-1.0	3	O=C(CN1CCOCC1)N[C@H]1CC[C@@H](CCn2cc(C3CC3)nn2)O[C@@H]1CO
5	-2	6	-0.8	-9	O=C(C[C@H]1C[C@H]2c3cc(NC(=O)CC4CC4)ccc3O[C@H]2[C@H](CO)O1)NCc1ccc(-c2ccccc2)cc1
6	-2	57	1.4	-17	C[C@H]1CN([C@@H](C)CO)S(=O)(=O)c2ccc(C#CC(C)(C)O)cc2O[C@@H]1CN(C)C(=O)C1CCCCC1
7	4	-8	0.9	21	CO[C@H]1CN(C)C(=O)c2cc(NS(=O)(=O)c3cn(C)cn3)ccc2OC[C@H](C)N(CCC(F)(F)F)C[C@@H]1C
8	-2	-31	-0.1	-57	CO[C@@H]1CN(C)C(=O)c2cc(NC(=O)Nc3cccc(F)c3)ccc2OC[C@@H](C)N(C)C[C@H]1C

# The listing continues:
no.	C diff growth	T cruzi growth	KDM4C inh	Pf Dd2 growth	structure
9	.	-26	-0.2	1	C[C@H](CO)N1C[C@H](C)[C@H](CN(C)S(=O)(=O)c2cccs2)Oc2ccc(NC(=O)Cn3cnnn3)cc2C1=O
10	-2	29	0.7	36	C[C@H]1CCCCO[C@@H](CN(C)Cc2ccc(C(=O)O)cc2)[C@@H](C)CN([C@@H](C)CO)C(=O)c2cc(NC(=O)c3ccncc3)ccc2O1
11	1	-9	-0.7	-28	CC(=O)N1[C@H](CO)[C@H]2c3ccccc3N(S(=O)(=O)c3ccccc3F)C[C@H]21
12	12	28	-1.2	.	O=C(NC1Cc2ccccc2C1)[C@@H]1[C@@H](CO)[C@@H]2Cn3c(cccc3=O)[C@H]1N2C(=O)CC1CC1
13	-8	17	2.4	3	C[C@@H]1CN([C@H](C)CO)C(=O)c2cc(NC(=O)CCCN(C)C)ccc2O[C@@H](C)CCCCO[C@H]1CN(C)S(=O)(=O)c1ccc(Cl)cc1
14	4	-18	2.6	-20	CC(C)NC(=O)Nc1ccc2c(c1)C(=O)N([C@@H](C)CO)C[C@H](C)[C@@H](CN(C)Cc1ccc(C(=O)O)cc1)OCCCC[C@H](C)O2
15	.	-7	-0.3	6	COc1cccc(C(=O)Nc2ccc3c(c2)C(=O)N(C)C[C@H](OC)[C@@H](C)CN(C)[C@H](C)CO3)c1
16	4	.	-1.3	14	O=C(C[C@@H]1C=C[C@H](NC(=O)c2ccncc2)[C@@H](CO)O1)NCc1ccncn1

# Next section.
no.	C diff growth	T cruzi growth	KDM4C inh	Pf Dd2 growth	structure
17	2	40	-0.9	-10	C[C@@H]1CN([C@H](C)CO)C(=O)c2cccc(NC(=O)c3cnccn3)c2O[C@H]1CN(C)C(=O)Nc1ccc(F)cc1
18	19	89	0.0	-20	C[C@@H]1CN([C@@H](C)CO)C(=O)Cc2cc(NC(=O)CCC(F)(F)F)ccc2O[C@H]1CN(C)Cc1ccc(Cl)c(Cl)c1
19	10&4	.	-1.5	8	COc1ccc(NC(=O)Nc2ccc3c(c2)CC(=O)N([C@H](C)CO)C[C@H](C)[C@H](CN(C)Cc2ccncc2)O3)cc1
20	0	33	-1.5	.	C[C@H](CO)N1C[C@H](C)[C@H](CN(C)C(=O)c2ccccc2)OCCCC[C@H](C)Oc2ccc(NS(C)(=O)=O)cc2C1=O
21	1	-16	1.2	1	C[C@H](CO)N1C[C@H](C)[C@H](CN(C)C(=O)NC2CCCC2)OCc2cn(nn2)CCCC1=O
22	-20	53	-0.6	-18	COc1ccc(NC(=O)N(C)C[C@H]2OCCCC[C@H](C)Oc3ccc(NC(=O)CCC(F)(F)F)cc3C(=O)N([C@@H](C)CO)C[C@@H]2C)cc1
23	-3	.	0.0	.	O=C(C[C@H]1CC[C@H](NC(=O)C2CC2)[C@@H](CO)O1)NCC1CC1
24	.	40	-0.3	-9	O=C(N[C@@H]1CC[C@H](CCn2cc(C3CC3)nn2)O[C@@H]1CO)c1cccnc1

# (more compounds)
no.	C diff growth	T cruzi growth	KDM4C inh	Pf Dd2 growth	structure
25	-4	.	6.7	3	C[C@H](CO)N1C[C@H](C)[C@@H](CN(C)Cc2ccc(C(=O)O)cc2)Oc2ccc(NS(=O)(=O)c3ccc(F)cc3)cc2CC1=O
26	.	15	-4.1	.	CCC(=O)N1C[C@@H](C)[C@@H](OC)CN(C)C(=O)c2cc(NC(=O)c3cc(C)on3)ccc2OC[C@@H]1C
27	-5	-17	-1.2	4	CCC(=O)N1[C@@H]2c3cccc(=O)n3C[C@@H]2[C@@H](CO)[C@@H]1C(=O)NCc1ccccc1F
28	10	44	-1.9	-42	O=C(Nc1ccccc1)N1CCCCN2[C@H](CO)[C@H](c3ccc(C#Cc4cccnc4)cc3)[C@H]2C1
29	-20	50	0.5	-50	CC(C)CC#Cc1ccc2c(c1)O[C@@H](CN(C)C(=O)Cc1ccccn1)[C@H](C)CN([C@@H](C)CO)S2(=O)=O
30	3	-4	1.2	7	COc1ccc(-c2cnc3c(c2)C(=O)N([C@H](C)CO)C[C@H](C)[C@H](CN(C)Cc2ccncc2)O3)cc1
31	28	99*	-1.9	-12	Cc1cccc(-c2ccc([C@@H]3[C@H]4CN(CCC(F)(F)F)CCCCN4[C@H]3CO)cc2)c1
32	1	99*	0.5	-30	N#C[C@@H]1[C@@H](c2ccc(C#CC3CCCC3)cc2)[C@@H](CO)N1S(=O)(=O)c1ccccc1

# (cont.)
no.	C diff growth	T cruzi growth	KDM4C inh	Pf Dd2 growth	structure
33	1	16	1.3	-8	C[C@H](CO)N1C[C@H](C)[C@H](CN(C)S(C)(=O)=O)Oc2c(NC(=O)Nc3ccc4c(c3)OCO4)cccc2C1=O
34	.	.	-0.1	-66	C[C@@H]1CCCCO[C@@H](CN(C)S(=O)(=O)c2ccccc2)[C@H](C)CN([C@H](C)CO)C(=O)c2cc(NC(=O)Cc3ccccc3)ccc2O1
35	-7	65	1.9	24	COCC(=O)N1CCCCN2[C@H](CO)[C@H](c3ccc(C#Cc4ccccc4)cc3)[C@H]2C1
36	-3	-17	3.0	15	C[C@H](CO)N1C[C@H](C)[C@H](CN(C)Cc2ccc(C(=O)O)cc2)OCCCC[C@H](C)Oc2ccc(NC(=O)CCCN(C)C)cc2C1=O
37	.	.	0.5	8	CNC[C@@H]1Oc2cc(C3=CCCC3)ccc2S(=O)(=O)N([C@@H](C)CO)C[C@H]1C
38	-4	2	-0.3	2	CC(C)NC(=O)N(C)C[C@@H]1Oc2cc(C3=CCCC3)ccc2S(=O)(=O)N([C@@H](C)CO)C[C@H]1C
39	-4	16	2.0	-8	CC=Cc1ccc2n(c1=O)C[C@@H]1[C@@H](CO)[C@H](C(=O)NCCc3cn(C)cn3)[C@H]2N1C(=O)C1CC1 (mixture of isomers)
40	-1	.	-1.0	-15	COc1ccc(-c2ccc(C3[C@@H]4CN(S(=O)(=O)c5cn(C)cn5)C[C@H]3N4)cc2)cc1 (some centres not stated)

# Further compounds:
no.	C diff growth	T cruzi growth	KDM4C inh	Pf Dd2 growth	structure
41	-8	41	0.6	-1	CC(=O)N1CCCCN2[C@H](C1)[C@H](c1ccc(-c3ccc(F)cc3)cc1)[C@@H]2CO
42	.	84	1.5	6	CCC(=O)Nc1ccc2c(c1)OC[C@H](C)N(Cc1ccccn1)C[C@@H](C)[C@H](OC)CN(C)C2=O
43	0	.	0.2	2	COc1ccccc1S(=O)(=O)N[C@H]1CC[C@H](CCNC(=O)C2CC2)O[C@H]1CO
44	-3	7	3.7	4	CN1C(=O)c2cc(NC(=O)c3cnccn3)ccc2OC[C@@H]2O[C@H](CC(=O)NC3CCC3)CC[C@@H]21
45	-7	51	0.6	-17	C[C@@H]1CN([C@H](C)CO)C(=O)c2cc(NC(=O)c3ccccc3)ccc2O[C@@H](C)CCCCO[C@H]1CN(C)C(=O)NC1CCCCC1
46	21	106*	-0.4	-65	OC[C@H]1[C@H](c2ccc(-c3ccccc3)cc2)[C@@H]2CN(CCC(F)(F)F)CCCCN12
47	15	24	1.0	-60	C[C@@H]1CCCCO[C@@H](CN(C)Cc2ccc3c(c2)OCO3)[C@@H](C)CN([C@@H](C)CO)C(=O)c2cc(N(C)C)ccc2O1
48	0	21	-2.1	-80	COc1ccc(S(=O)(=O)Nc2ccc3c(c2)C(=O)N([C@H](C)CO)C[C@@H](C)[C@@H](CN(C)C(=O)Nc2ccccc2)OCCCC[C@@H](C)O3)cc1

# Three compounds from above, ordered by the value under T cruzi growth, high to low.
No. | SMILES | T cruzi growth
46 | OC[C@H]1[C@H](c2ccc(-c3ccccc3)cc2)[C@@H]2CN(CCC(F)(F)F)CCCCN12 | 106*
47 | C[C@@H]1CCCCO[C@@H](CN(C)Cc2ccc3c(c2)OCO3)[C@@H](C)CN([C@@H](C)CO)C(=O)c2cc(N(C)C)ccc2O1 | 24
48 | COc1ccc(S(=O)(=O)Nc2ccc3c(c2)C(=O)N([C@H](C)CO)C[C@@H](C)[C@@H](CN(C)C(=O)Nc2ccccc2)OCCCC[C@@H](C)O3)cc1 | 21

# Other entries.
no.	C diff growth	T cruzi growth	KDM4C inh	Pf Dd2 growth	structure
49	-3&1	.	-0.5&1.3	-89*!	COc1cccc(CN2C[C@@H]3N[C@H](C2)C3c2ccc(-c3ccncc3)cc2)c1 (some centres not stated)
50	4&-7	.	3.0	-5	C[C@H]1CN([C@@H](C)CO)C(=O)c2cc(NC(=O)Nc3ccc(F)cc3)ccc2O[C@H]1CN(C)Cc1ccc(C(=O)O)cc1
51	1	-2	2.3	11	CCCNC(=O)C[C@H]1CC[C@H]2[C@H](COc3ccc(NC(=O)c4cscn4)cc3C(=O)N2C)O1
52	-3	.	-2.4	-63	COc1ccc2c3c(n(C)c2c1)[C@H](CO)N(C(=O)C1CC1)CC31CN(C(=O)Nc2cccc(F)c2)C1
53	-5	30	1.3	-3	COCCNC(=O)C[C@H]1CC[C@@H]2[C@H](COc3ccc(NC(=O)Nc4ccccc4)cc3C(=O)N2C)O1
54	2	52	1.8	0	C[C@@H]1CN([C@H](C)CO)S(=O)(=O)c2ccc(-c3cccnc3)cc2O[C@@H]1CN(C)Cc1ccccn1
55	-3	113*	0.1	8	C[C@@H]1CN([C@H](C)CO)C(=O)Cc2cc(NS(=O)(=O)c3ccc(Cl)cc3)ccc2O[C@H]1CN(C)Cc1ccc2c(c1)OCO2
56	-4	42	0.4	-14	C[C@@H]1CN([C@@H](C)CO)C(=O)c2cc(NC(=O)Cc3ccccc3)ccc2O[C@H]1CN(C)Cc1ccc2c(c1)OCO2

# Fetched by compound from the list above, four records:
no.	C diff growth	T cruzi growth	KDM4C inh	Pf Dd2 growth	structure
48	0	21	-2.1	-80	COc1ccc(S(=O)(=O)Nc2ccc3c(c2)C(=O)N([C@H](C)CO)C[C@@H](C)[C@@H](CN(C)C(=O)Nc2ccccc2)OCCCC[C@@H](C)O3)cc1
42	.	84	1.5	6	CCC(=O)Nc1ccc2c(c1)OC[C@H](C)N(Cc1ccccn1)C[C@@H](C)[C@H](OC)CN(C)C2=O
4	3	.	-1.0	3	O=C(CN1CCOCC1)N[C@H]1CC[C@@H](CCn2cc(C3CC3)nn2)O[C@@H]1CO
31	28	99*	-1.9	-12	Cc1cccc(-c2ccc([C@@H]3[C@H]4CN(CCC(F)(F)F)CCCCN4[C@H]3CO)cc2)c1

# (list continues)
no.	C diff growth	T cruzi growth	KDM4C inh	Pf Dd2 growth	structure
57	.	4	8.4	19	Cc1ccc(S(=O)(=O)Nc2cccc3c2O[C@@H](CN(C)C(=O)Nc2cccc4ccccc24)[C@H](C)CN([C@H](C)CO)C3=O)cc1
58	-14	.	-1.0	-5	C[C@@H]1CN([C@@H](C)CO)S(=O)(=O)c2ccc(Br)cc2O[C@H]1CN(C)C(=O)Nc1ccc2c(c1)OCO2
59	3	23	-1.3	-17	CC(C)NC(=O)N(C)C[C@@H]1Oc2cc(C3=CCCCC3)ccc2S(=O)(=O)N([C@H](C)CO)C[C@H]1C
60	0	82	1.1	-12	C[C@@H]1CN([C@@H](C)CO)C(=O)c2cccc(NC(=O)Nc3ccc4c(c3)OCO4)c2O[C@H]1CN(C)CC1CCCCC1
61	.	5	-0.7	-13	O=C(C[C@@H]1CC[C@H]2[C@@H](COC[C@H](O)CN2Cc2ccc(F)cc2)O1)NCCc1ccccc1
62	.	67	0.0	-26	Cc1ccc(-c2ccc3c(c2)O[C@@H](CN(C)C(=O)C2CC2)[C@@H](C)CN([C@@H](C)CO)S3(=O)=O)cc1
63	-1	?	0.7	24	C[C@@H]1CN([C@@H](C)CO)S(=O)(=O)c2ccc(-c3cccnc3)cc2O[C@@H]1CN(C)C
64	13	50	8.8	-1	C[C@H]1CN([C@@H](C)CO)C(=O)c2cc(NS(=O)(=O)c3cccs3)ccc2O[C@H]1CN(C)Cc1ccc(Cl)c(Cl)c1
